Plk1 PBD FP = inhibitors of human Plk1 polo box domain binding. 97,000 tested, 0.13% active. P53350. Plk1 PBD phosphopeptide binding, fluorescence polarization. inhibition, %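 (tested at about 20 µM)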; in the data active = inhibition above about 34%, passing the limit was not always enough
LYP inh 2 = blocks human PTPN22 phosphatase activity. Q9Y2R2. recombinant LYP catalytic domain, DiFMUP fluorescence. inhibition, % at 2 µM. 96,000 tested, 0.21% active. AID 640;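 active = inhibition at 2 µM at or above a set limit, the screen mean plus 3 SD, cut at about 24% in these data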;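 note: 0% = DMSO with enzyme and 100% = enzyme fully blocked by orthovanadate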
LYP act = LYP (human) phosphatase activation | recombinant LYP, DiFMUP fluorescence; 0 = plate median, 100 = signal doubled | AID 697 | 96,000 tested, 0.11% active | Q9Y2R2 | activation, % at 2 µM;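 active = activation at 2 µM above a set limit, the mean plus 5 SD, cut at about 37% in these data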
EphB4 antag = blocks human EphB4 binding to ephrin-B2; P54760; inhibition, % at 7 µM; EphB4 LBD / TNYL-RAW-Alexa532 peptide, fluorescence polarization; 97,000 tested, 0.15% active; AID 720;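 active = inhibition above the screen-wide mean inhibition plus 3 SD, cut at about 15% in these data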;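 note: 0% = DMSO wells and 100% = excess unlabeled TNYL-RAW peptide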
F-actin modifier = modifiers of cytoskeleton assembly; HUVEC TNFa F-actin phalloidin imaging, high content; inhibition, % at 2 µM; 91,000 tested, 0.18% active; AID 836;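 active = inhibition above the batch mean plus 3 SD and confirmed as a hit by visual image inspection, cut at about 30% in these data, passing the limit was not always enough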; note: strong numbers were not always called active
Rev-RRE block = disrupts HIV-1 Rev binding to RRE RNA. Rev peptide-RRE RNA binding, FRET. inhibition, % at 8 µM. 97,000 tested, 0.79% active. AID 704;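 active = inhibition above the screen-wide mean plus 3 SD, cut at about 35% in these data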;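 note: 0% = median DMSO wells and 100% = median Neomycin B control wells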
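Assay system: Labelled RRE RNA duplex and labelled Rev peptide | Times: 5 min preincubation and 15 min binding, 25 °C | Detection: FRET, ex 480 nm, em 540 and 671 nm | Evaluation: % inhibition of FRET ratio versus controls | Benchmarks: DMSO wells as 0% and neomycin B wells as 100% inhibition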
PLK1 inh = blocks human PLK1 kinase activity; P53350; inhibition, % at 10 µM; recombinant PLK1 kinase, TR-FRET peptide phosphorylation; AID 619; 97,000 tested, 0.53% active;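 active = inhibition of 50% or more in the single-concentration screen; inactive = inhibition below 50%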;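 note: 0% = DMSO max control and 100% = H-89 dihydrochloride min control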
PTK2B oligo ant = antagonists of human Pyk2 oligomerization. Q14289. Q293 cells, Pyk2 FERM NanoBiT luminescence; active compounds read low. z-score (the deposit names both 25 µM and 10 µM). 99,000 tested, 0.83% active. AID 1347419;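 active = Z-score of -3 or lower, scaled per plate to the spread of control and sample wells; inactive = z-score above -3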;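 note: negative z-score means lost luminescence so less FERM oligomerization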
Target sequence (Q14289 whole entry, looked up): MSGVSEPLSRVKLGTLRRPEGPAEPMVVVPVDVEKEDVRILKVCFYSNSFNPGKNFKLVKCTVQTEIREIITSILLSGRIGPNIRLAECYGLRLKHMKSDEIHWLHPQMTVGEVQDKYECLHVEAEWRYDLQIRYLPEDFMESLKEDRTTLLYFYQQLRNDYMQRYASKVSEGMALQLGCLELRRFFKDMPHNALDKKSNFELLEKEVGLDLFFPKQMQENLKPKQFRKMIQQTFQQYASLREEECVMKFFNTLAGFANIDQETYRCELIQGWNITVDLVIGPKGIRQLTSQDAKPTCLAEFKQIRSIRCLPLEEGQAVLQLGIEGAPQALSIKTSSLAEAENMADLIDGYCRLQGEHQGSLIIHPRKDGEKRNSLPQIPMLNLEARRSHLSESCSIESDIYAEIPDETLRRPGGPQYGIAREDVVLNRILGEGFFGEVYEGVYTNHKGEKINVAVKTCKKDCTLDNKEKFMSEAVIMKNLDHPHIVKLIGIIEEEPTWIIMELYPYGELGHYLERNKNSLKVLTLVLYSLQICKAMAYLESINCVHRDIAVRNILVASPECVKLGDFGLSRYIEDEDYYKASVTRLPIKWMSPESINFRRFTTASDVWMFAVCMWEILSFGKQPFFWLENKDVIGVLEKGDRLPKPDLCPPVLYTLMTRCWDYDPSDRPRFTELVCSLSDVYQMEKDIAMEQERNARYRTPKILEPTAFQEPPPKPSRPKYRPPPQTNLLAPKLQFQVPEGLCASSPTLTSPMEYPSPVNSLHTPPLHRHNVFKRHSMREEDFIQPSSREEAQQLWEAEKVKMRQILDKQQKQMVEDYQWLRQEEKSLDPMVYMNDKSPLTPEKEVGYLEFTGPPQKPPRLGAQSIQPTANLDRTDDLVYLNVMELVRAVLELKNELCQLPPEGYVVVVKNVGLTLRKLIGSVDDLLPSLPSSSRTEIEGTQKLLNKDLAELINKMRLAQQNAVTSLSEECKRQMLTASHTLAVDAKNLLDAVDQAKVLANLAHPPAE
FAK inh = FAK (human) kinase inhibition | Q05397 | biochemical FAK kinase activity assay | inhibition, %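 (tested at 7 µM)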 | 97,000 tested, 0.84% active; in the data active = inhibition above about 19%;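 note: 0% = DMSO and 100% = reference compound high control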
Active calls of the source: *; . = no result given.

Structure,EphB4 antag,Rev-RRE block,LYP act,F-actin modifier,LYP inh 2,Plk1 PBD FP,PTK2B oligo ant,PLK1 inh,FAK inh
CCOC(=O)N1CCN(C(=O)CN2C(=O)COc3ccc(C(C)(C)C)cc32)CC1,-2,-1,-7,10,4,-6,1.8,4,2
COc1ccc(CN2CCN(C)CC2)cc1OCc1ccccc1,6,-3,24,-4,-29,-8,-0.15,-16,4
COC(=O)c1ccccc1NC(=S)NC(=O)c1ccccc1C,-2,0,-2,-18,7,13,2.2,-12,1
COc1cc(/C=c2\sc3n(c2=O)C(c2ccccc2)C(c2ccccc2)=NN=3)ccc1O (stereo not given),4,22,6,.,-4,-91,-0.81,-1,0
Nc1ccc(-c2nc3ccc(-c4nc5ccccc5o4)cc3[nH]2)cc1,3,-2,-2,-5,1,22,-1.4,10,4
CN1C(c2ccc(F)cc2)=CS/C1=C(\C#N)c1nnc2n1-c1ccccc1SC2,4,6,0,-19,-4,-17,-0.25,-18,14
CCCCn1c(CN2CCN(C)CC2)nc2ccccc21,-9,-1,4,-33,-7,9,0.31,-12,-5
O=Cc1cccc(OC(=O)c2ccc(Cl)cc2Cl)c1,1,4,2,17,-5,-6,.,9,0
O=C(CCS(=O)(=O)c1cccc2nsnc12)N1CCN(Cc2ccc3c(c2)OCO3)CC1,-1,-2,-2,3,5,35,0.5,-2,-1
CCC/C(O)=C1\C(=O)CC(c2ccccc2)CC1=NC (stereo not given),-1,6,4,11,-1,23,-0.2,-11,2
Cc1ccc(C(C)NC(=O)/C(C#N)=C\c2c(C)[nH]c3ccccc23)cc1 (stereo not given),0,18,8,9,-13,-13,-2.4,-19,2
Cc1ccccc1NC(=O)c1cnc(Nc2nc3ccccc3s2)nc1C,-2,5,-11,.,12,1,.,-15,0
CC(=O)Nc1ccc(S(=O)(=O)NC2(C(F)(F)F)C(=O)Nc3c2c(=O)n(C)c(=O)n3C)cc1 (stereo not given),-3,5,21,-3,-25,18,0.02,-12,-2
O=C(Nc1ccc(OCC(F)(F)C(F)F)c(C(F)(F)F)c1)c1ccccc1O,0,18,5,7,-1,24,-2.5,-16,4
CCCCOC(=O)c1ccc(N2C(=O)CC(N3CCN(C/C=C/c4ccccc4)CC3)C2=O)cc1 (stereo not given),7,3,-5,8,5,20,-0.89,-14,-2
COc1ccccc1N1CCN(C(CNS(=O)(=O)c2cccs2)c2cccnc2)CC1 (stereo not given),-5,7,4,-2,-6,0,.,0,2
CCOC(=O)C1CCN(C(=O)C2(NC(=O)Nc3ccccc3Cl)CCCCC2)CC1,0,-2,11,-8,-14,14,0.05,-18,0
CCOC(=O)N1CCN(C(=O)c2ccc3c(=O)n(CCc4ccccc4)c(=S)[nH]c3c2)CC1,-1,-1,-4,0,4,0,-0.16,-8,-3
Cc1[nH]n(C(C)(C)C)c(=O)c1Sc1ccccc1,5,5,4,-11,-6,-18,0.09,-10,-2
CCCCCn1c(CN2CCN(C(=O)OCC)CC2)nc2c1c(=O)n(C)c(=O)n2C,-2,2,-4,-8,4,8,1.5,-10,2
COc1ccc(NC(=O)c2cccc(Cn3cc(Br)cn3)c2)cn1,2,4,8,22,-8,-6,0.53,-10,1
CCCCC(=O)Nc1sc2c(c1C(N)=O)CCC2,3,3,-4,-1,0,13,-0.51,-8,20*
Cc1cc(F)c(F)c(C(=O)N2CCOCC2)c1,-2,6,9,19,-13,23,-0.11,-15,0
Cc1cc(C)nc(N2CCC(C(=O)NCCc3ccccc3)CC2)n1,0,2,-4,10,2,0,1,0,-1
CC(C)OCCCNC(=O)c1cc2c(=O)n(C)c3ccccc3c2n1C,2,5,3,-9,-6,19,.,-5,8
COc1ccccc1CN1C(=O)CN(C2CCCCCC2)C(=O)C1c1ccc(F)cc1 (stereo not given),2,6,9,-11,-6,-21,-2.5,-11,-3
O=c1c2ccccc2nnn1CSc1nnc2sc3ccccc3n12,0,4,-9,2,6,-41,.,-5,1
CC12CCC(C(=O)Nc3ccccc3Br)(C/C1=N\O)C2(C)C (stereo not given),3,4,1,12,3,-11,0.67,-11,4
CCOC(=O)C1=C(c2ccccc2)Nc2ncnn2C1c1cc(OC)ccc1OC (stereo not given),8,8,7,.,-8,-8,-1.8,-8,2
COc1cc(CNCc2cccs2)ccc1OCC(N)=O,6,1,4,.,-2,-6,1.8,-1,1
O=C(NCc1ccco1)c1ccc(Cn2c(=O)c3sccc3n(Cc3cccc(F)c3)c2=O)cc1,-1,1,3,-6,-4,-7,.,-7,7
ON=Cc1cccn1-c1ccccc1,1,3,2,-10,-6,-11,-0.29,1,-7

A portion from further up, as a working copy:
Structure,EphB4 antag,Rev-RRE block,LYP act,F-actin modifier,LYP inh 2,Plk1 PBD FP,PTK2B oligo ant,PLK1 inh,FAK inh
CC12CCC(C(=O)Nc3ccccc3Br)(C/C1=N\O)C2(C)C (stereo not given),3,4,1,12,3,-11,0.67,-11,4
CCOC(=O)C1=C(c2ccccc2)Nc2ncnn2C1c1cc(OC)ccc1OC (stereo not given),8,8,7,.,-8,-8,-1.8,-8,2
COc1cc(CNCc2cccs2)ccc1OCC(N)=O,6,1,4,.,-2,-6,1.8,-1,1

Going on with the list.
Structure,EphB4 antag,Rev-RRE block,LYP act,F-actin modifier,LYP inh 2,Plk1 PBD FP,PTK2B oligo ant,PLK1 inh,FAK inh
COc1ccc(CCNc2oc(Cc3ccccc3)nc2C#N)cc1OC,-1,10,4,.,-3,-8,1.6,-4,1
CCCCC(c1nnnn1Cc1ccco1)N1CCN(c2nc3ccccc3s2)CC1 (stereo not given),-2,6,-10,4,9,-22,-0.47,-2,0
Clc1ccc(COn2c(-c3ccccc3)nc3ccccc32)cc1,-5,15,-6,34,6,0,-0.59,-7,-1
COc1cc(OC)cc(-c2nnc(SCC(=O)N(C(C)C)C(C)C)o2)c1,-4,3,-1,-6,1,8,-0.44,-9,4
Cc1occc1C(=O)Nc1ccc2c(c1)OCO2,0,-1,-3,-5,2,4,-0.13,0,0
O=C(NCc1ccccc1)c1ccc(C2SCC(=O)N2Cc2ccccc2)cc1 (stereo not given),-3,6,2,-2,-3,-19,-1.4,-7,-1
COC(=O)c1ccc(NC(=O)COc2ccccc2OC)cc1,8,-1,-15,16,14,33,-1.3,-3,-5
COc1cccc(NC(=O)C2C3C=CC4(O3)C2C(=O)N(C2CC2)C4C(=O)NC2CCCCC2C)c1 (stereo not given),2,8,-18,-2,18,-15,-0.29,1,-3
Cc1nn(-c2ccccc2)c2nc(-c3ccncc3)cc(C(=O)NCc3ccco3)c12,2,7,-2,16,1,16,-1.1,6,0
COc1cc(CNc2ccc3[nH]c(=O)[nH]c3c2)ccc1OCC(=O)NC(C)(C)C,-2,12,14,.,-13,-10,0.14,-1,4
CCCn1c(N)c(C(=O)CSc2nnc(C3CC3)n2Cc2ccccc2)c(=O)[nH]c1=O,7,6,7,11,-9,20,1.2,-9,-2
COc1ccccc1N1CCN(CC(=O)Nc2cc(F)ccc2C)CC1,8,4,-7,-3,6,-12,2.9,-8,0
Cc1onc(-c2ccccc2)c1-c1n[nH]c(=S)n1-c1ccccc1,5,0,13,18,-16,-20,0.11,-9,3
N/C(=N\OC(=O)COc1ccc2ccccc2c1)c1ccccn1,0,6,-3,18,5,-3,0.56,-5,2
CCNC(=O)CCc1nc(-c2ccc(C(C)(C)C)cc2)no1,-4,7,8,5,-9,-16,1.2,11,0
Cc1cccnc1NC(=O)Nc1cccc(C(F)(F)F)c1,1,11,-5,-3,2,21,0.11,-10,-2
COc1ccc(C2/C(=C(\O)c3ccc(OC)c(Cl)c3)C(=O)C(=O)N2CCN(C)C)cc1 (stereo not given),11,7,-7,-34,5,-17,0.97,-14,7
N#CC1=C(N)Oc2cc3ccccc3cc2C1c1cccnc1 (stereo not given),2,12,1,-11,-3,-42,-0.79,-6,10
CCCCN1C(=O)c2ccccc2C1C(=O)NC1CCCC1 (stereo not given),-8,6,-2,3,-1,7,0.84,4,-1
O=C(Nc1ccc2c(c1)OCCO2)C1CCCN(S(=O)(=O)c2cccs2)C1 (stereo not given),-3,-5,9,-4,-11,25,0.66,-6,-3
CCc1nc2ccccc2c(C(=O)OCC(=O)NCc2ccco2)c1C,3,14,-5,-4,3,-3,0.03,0,3
CCN(c1ccc(NC(=O)CSc2nnc3nc(C)cc(C)n23)cc1)C(C)C,0,-4,-6,26,8,-11,1.1,15,0
COc1ccccc1C/C(N)=N/OC(=O)COc1ccc(C)cc1C,-1,17,3,20,4,22,-1.1,-4,3
COCCNC(=O)COc1ccccc1C,5,10,-6,.,8,-9,-0.22,-11,2
O=C(c1ccc(S(=O)(=O)N2CCOCC2)cc1)N1CCN(C2=NS(=O)(=O)c3ccccc32)CC1,-1,-4,0,0,2,23,1.4,-1,-1
COc1ccc(/C=C2\CCc3ccccc3C2=O)cc1Cn1nc(C)c(Br)c1C,-10,5,11,-4,-14,33,.,-13,1
CN(C)S(=O)(=O)N(CC(=O)NCc1ccccc1)c1ccccc1,4,9,-1,-2,0,-22,0.06,-6,0
COc1cc(C(=O)Nc2ccc3c(c2)OCO3)ccc1-n1cnnn1,-9,1,3,-11,-4,-17,-0.49,-6,-3
CCCCNC(=O)Cc1c(O)c2ccccc2[nH]c1=O,-2,7,-7,8,9,11,1.4,-11,1
CCCNCC1COc2ccccc2O1 (stereo not given),2,6,-7,11,8,4,.,-9,0
CC(C)NC(=O)c1onc(CSc2ccc(C(C)C)cc2)c1C(=O)O,-1,-1,-2,36,6,-12,.,-4,-5
COCCOC(=O)C1=C(C)NC(=O)NC1C1CC=CCC1 (stereo not given),4,1,-9,7,6,-14,0.7,-7,-2

Screening data from PubChem.
